Rv3671c protease = Rv3671c serine protease inhibitors, primary screen, biochemical, fluorescence polarization, M. tuberculosis H37Rv. P9WHR9. inhibition, % at 5.96 µM. 0.048% of 320,000 active. AID 2606, 2010; in the data active means inhibition above about 38%;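 further: extracellular domain of Rv3671c used as enzyme; 0% = enzyme with DMSO and 100% = no enzyme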
Target sequence (P9WHR9 whole entry, looked up, the tested form may be a part): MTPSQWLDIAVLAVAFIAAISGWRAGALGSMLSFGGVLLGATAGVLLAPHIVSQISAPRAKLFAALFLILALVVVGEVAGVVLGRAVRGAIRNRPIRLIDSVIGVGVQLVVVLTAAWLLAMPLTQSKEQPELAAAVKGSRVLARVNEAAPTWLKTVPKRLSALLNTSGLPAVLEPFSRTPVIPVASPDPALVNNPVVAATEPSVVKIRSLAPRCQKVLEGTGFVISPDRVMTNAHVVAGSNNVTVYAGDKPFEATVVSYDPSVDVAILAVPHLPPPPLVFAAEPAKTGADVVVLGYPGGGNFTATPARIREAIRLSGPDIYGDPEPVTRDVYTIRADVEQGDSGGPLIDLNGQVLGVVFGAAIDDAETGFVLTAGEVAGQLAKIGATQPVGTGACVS
MazF activator = activators of E. coli MazEF toxin-antitoxin RNase, primary screen, biochemical, fluorescence, uHTS | FAM/BHQ RNA-DNA oligo cleavage fluorescence, 5 h | Endoribonuclease toxin MazF (Escherichia coli (strain K12)), P0AE70 | AID 504720, 2011 | activation, % at 20 µM | 0.32% of 350,000 active; in the data active means activation above about 50%
Target sequence (P0AE70 whole entry, looked up): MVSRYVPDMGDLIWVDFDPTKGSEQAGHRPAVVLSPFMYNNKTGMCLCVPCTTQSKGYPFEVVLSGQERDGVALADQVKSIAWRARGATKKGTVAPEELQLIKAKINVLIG
3CLpro inhibitor = SARS-CoV 3CLpro protease inhibitors, primary screen, biochemical, quenched FRET; Replicase polyprotein 1ab (Severe acute respiratory syndrome coronavirus), P0C6X7; recombinant SARS-CoV 3CLpro, quenched FRET peptide cleavage; inhibition, % at 6 µM; 0.14% of 290,000 active; in the data active means inhibition above about 12%
Yp Topo-I inh = Yersinia pestis topoisomerase I inhibitors, primary screen, biochemical, cleavage product accumulation, plate reader, single point; activity, % at 10 µM; AID 504884, 2011; 0.064% of 360,000 active; Y. pestis Topo-I cleavage product accumulation; in the data active means activity above about 50%, passing the limit was not always enough; further: inactives centre near 2
PfHsp40 rescue = rescue of yeast from PfHsp40 toxicity, primary screen, S. cerevisiae, ATP luminescence. growth rescue, % at 12.5 µM. S. cerevisiae expressing PfHsp40, growth rescue. AID 504582, 2011. 0.68% of 340,000 active; in the data active means growth rescue above about 28%, passing the limit was not always enough;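 further: yeast W303a lacking pdr1 and pdr3 grown in galactose medium; growth measured after three days at 30 °C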
BH1578 lux ind = inducers of Vibrio cholerae quorum light production without autoinducers, primary screen, BH1578 luxS cqsA deficient, single point; V. cholerae BH1578 lux reporter, luminescence, 6 h; 0.16% of 350,000 active; AID 588436, 2011; activation, % at 18.7 µM; in the data active means activation mostly above about 9.7%, no sharp cut-off; further: not every result past the cut was called active; inactives centre near 0; reference of the scale not given here
VHR inh abs = VHR1 phosphatase inhibitors, primary screen, biochemical, absorbance, uHTS; Dual specificity protein phosphatase 3 (Homo sapiens), P51452; recombinant VHR phosphatase, pNPP absorbance; inhibition, % at 13.3 µM; 0.52% of 290,000 active; AID 1654, 2009; in the data active means inhibition above about 50%; further: some compounds called inactive have numbers as strong as hits
Target sequence (P51452 whole entry, looked up): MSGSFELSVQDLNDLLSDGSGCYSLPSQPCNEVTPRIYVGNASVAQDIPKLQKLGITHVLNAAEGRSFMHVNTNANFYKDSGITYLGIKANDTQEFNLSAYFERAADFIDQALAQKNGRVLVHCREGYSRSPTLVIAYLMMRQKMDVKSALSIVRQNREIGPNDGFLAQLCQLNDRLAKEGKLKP
Anthrax LF inh2 = Bacillus anthracis LF protease inhibitors, primary screen, biochemical, multiplex microsphere, MLPCN library; Lethal factor (Bacillus anthracis), P15917; 0.12% of 360,000 active; multiplex microsphere protease cleavage assay; inhibition, % at 10 µM; in the data active means inhibition above about 30%; further: plate controls were buffer without enzyme for full effect and enzyme alone for no effect
SSB-PriA inh = inhibitors of Klebsiella pneumoniae PriA binding to SSB C-terminal tail, primary screen, biochemical, AlphaScreen; PriA–SSB C-terminal tail interaction (Klebsiella pneumoniae); AlphaScreen SSBct-PriA binding, biotinylated peptide; inhibition, % at 33 µM; 0.6% of 430,000 active; AID 1272365, 2023; in the data active means inhibition mostly above about 37%, no sharp cut-off; inactive means mostly below about 20%;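 further: plate controls were negative control peptide for no effect and reference peptide for full effect; strong numbers were not always called active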
TcdB GH inh = TcdB glycohydrolase inhibitors, primary screen, biochemical, single point, plate reader | TcdB glycohydrolase enzymatic assay | inhibition, % at 9.99 µM | 0.24% of 350,000 active; in the data active means inhibition above about 10%
Numbers without * were called inactive; i = inactive; / = not tested or not shown; & = joins results of further samples. A portion of the library; count on the stated rates, not on these rows.

Sequence of screens: Rv3671c protease	MazF activator	3CLpro inhibitor	Yp Topo-I inh	PfHsp40 rescue	BH1578 lux ind	VHR inh abs	Anthrax LF inh2	SSB-PriA inh	TcdB GH inh
1: CS(=O)(=O)N1CCN(Cc2cc(=O)n3ccsc3n2)CC1
  -2	2	1	-3	0.2	0.5	-1	7	-3	0.2
2: CCCOc1ccc(C(F)(F)F)cc1NC(=O)CN1C(=O)C(=O)N(CC)C1=O
  -8	5	/	-4	-0.6	-0.7	/	-3	-8	3.9
3: Cc1nc2ccccc2cc1C(=O)NCc1ccco1
  -3	1	-5	-9	0.4	-0.4	36	-2	-4	/
4: O=c1[nH]nc(SCc2ccccc2)n1C1CC2C=CC1C2 (stereo unspecified)
  -5	5	2	3	-1.6	-0.3	-3	-1	-12	1.5
5: Cc1cc(OCc2nn[nH]n2)c2c(C)c(Cc3ccccc3)c(=O)oc2c1
  -7	-4	-5	0	-0.8	-0.6	1	-1	-23	/
6: CCCN(Cc1cc(=O)[nH]c2ccccc12)C(=O)CC
  5	6	-1	-6	-0.4	-0.5	3	-4	4	4.4
7: Cc1ccc(OCCC(=O)Nc2ccc(C)c(F)c2)cc1
  1	-17	2	0	0.5	-0.1	4	0	-10	0.6
8: CCOC(=O)c1ccc(NC(=O)CCS(=O)(=O)Cc2ccccc2)cc1
  -4	-9	3	1	-1.2	i	66	1	-1	0.8
9: COC(=O)c1cc2c(s1)=NC=NP=2(N1CCOCC1)N1CCOCC1
  -6	2&6	0	3&37	-1.7&-1.3	-5.0	-5	3&-2	0	0.8
10: O=S(=O)(NC1CN2CCC1CC2)c1ccc(Cl)cc1 (stereo unspecified)
  -8	8	2	7	-0.6	-0.3	-1	-13	-2	1.6
11: Cc1ccc(SCCNC(=O)c2ccccc2F)cc1
  -3	4	6	13	1.2	i	11	-4	-28	3.2
12: CN(CCOc1cccc(C(F)(F)F)c1)Cc1ccccc1
  1	15	2	-9	-0.2	i	36	1	-13	0.1
13: CC(=O)c1ccc(NC(=O)CSc2nnc(-c3ccoc3C)n2Cc2ccccc2)cc1
  1	5	-4	-1	-0.5	i	13	5	10	/
14: CC(C)OCCCn1c(=S)[nH]c2ncccc2c1=O
  -1	7	-1	13	0.2	i	21	-3	-6	/
15: COC(=O)c1cc(S(=O)(=O)N2CCN(c3cc(C)ccc3C)CC2)c[nH]1
  -9	2	4	-6	-0.5	0.2	6	-5	-4	1.2
16: O=C(O)c1cccc2c1-c1ccccc1/C2=N\Nc1ccccc1
  -2	-13	-1	-1	/	-0.5	-15	4	/	-0.3
17: O=C(Nc1ccc2oc(=O)ccc2c1)c1ccccc1[N+](=O)[O-]
  -2	4	2	-6	-2.4	i	24	1	0	-2.4
18: O=C(Cc1coc2ccc3ccccc3c12)N1CCCC1
  8	10	-6	11	2.4	-0.5	-12	-2	4	/
19: CC(C)OCCCNC(=O)c1cc(-c2cccs2)nc2ccccc12
  0	-4	-4	15	-0.4	i	7	-12	-9	0.6
20: O=C(COC(=O)CNC(=O)c1sc2ccccc2c1Cl)Nc1c(Cl)cc(Cl)cc1Cl
  2	5	-4	-3	-0.4	i	-3	-1	-14	-0.1
21: CCOC(C(=O)OCCCN(CC)CC)(c1ccccc1)c1ccccc1
  -2	2	-2	-4	-0.3	i	3	0	-29	/
22: CCOc1ccc(NC(=O)c2cccnc2SC)cc1
  -3	9	5	13	-1.3	-0.2	-8	-7	-14	0.4
23: COc1ccc(N2CCN(C(=O)CCNC(=O)c3ccc(Br)cc3)CC2)cc1
  -7	11	/	9	156*	i	/	/	-7	1.2
24: O=C(CSc1nnnn1Cc1ccccc1)c1ccccc1F
  -2	2	4	-5	-0.3	-0.3	22	0	-30	1.8
25: CCCCN(C(=O)CCC(=O)OCC(=O)NCc1ccccc1)c1c(N)n(CCC)c(=O)[nH]c1=O
  -6	6	/	-9	0.0	-2.0	/	0	-21	0.7
26: O=[N+]([O-])c1ccc(N2CCN(S(=O)(=O)Cc3ccccc3)CC2)cc1N1CCOCC1
  2	-8	0	10	2.5	3.6	4	-2	7	/
27: CC(C)C(OC(=O)c1nsc(Cl)c1Cl)C(=O)NCC1CCCO1 (stereo unspecified)
  10	-6	1	2	0.5	-0.1	-17	-2	-9	1.6
28: Cc1nn2c(N)c(C#N)cnc2c1-c1ccccc1
  -6	-8	-5	10	0.9	i	9	-6	-14	/
29: CCC(c1nnnn1Cc1ccc(OC)cc1)N1CCN(c2ccc(OC)cc2)CC1 (stereo unspecified)
  2	-2	0	30	/	-0.1	20	-5	6	2.0
30: COc1ccc(-n2nnnc2SCC(=O)NCCc2ccc(OC)c(OC)c2)cc1
  7	4	3	3	1.2	-11	28	-2	-1	/
31: NC(=O)c1sc2nc3c(c(-c4cccnc4)c2c1N)CCC3
  -2	-2	1	0	0.0	-6.5	-5	-1	-4	/
32: Cc1ccc(S(=O)(=O)N(C)CC(=O)Nc2nc3ccccc3s2)cc1
  -7	-19	5	6	6.5	-6.9	5	2	-1	/
33: COCCNC(=S)N1CCC(C(=O)c2ccc(C)cc2)CC1
  -2	0	-2	-1	48*	i	5	-3	-13	3.4
34: COc1ccc(N2CCN(C(=O)COC(=O)[C@@H](NC(=O)c3ccccc3Cl)C(C)C)CC2)cc1
  /	2	/	8	-0.5	-0.9	/	-3	4	0.7
35: Cc1ccccc1NC(=O)CSc1nc(N)c(C#N)c(-c2cccs2)c1C#N
  -14	-6	-3	6	-0.1	0.0	-9	-1	-11	/
36: Cc1ccc(C(=O)C2CCN(CC(=O)Nc3ccc(N(C)C)cc3)CC2)cc1
  -1	-1	-1	27	-0.7	2.5	8	-1	9	/
37: CCN(CC)CCN(Cc1cc2cc3c(cc2[nH]c1=O)OCCO3)C(=S)NCC(C)C
  -1	8	1	3	-0.7	i	-4	9	4	0.1
38: CCN(CC(=O)Nc1c(F)cccc1F)C(=O)C(C)SCc1nc2sc(C)c(C)c2c(=O)[nH]1 (stereo unspecified)
  1	3	-2	5	0.3	-0.5	24	-1	-8	0.6
39: CCOCCCNC(=O)CN1C(=O)/C(=C\c2ccc(C)cc2)Sc2ccccc21
  -3	-3	3	8	3.0	-0.4	-7	-5	-4	1.4
40: CCc1ccc(N2CC(C(=O)Nc3ccc4c(c3)OCO4)CC2=O)cc1 (stereo unspecified)
  -2	-5	/	-5	-1.7	-3.1	/	2	12	0.2
41: CN(c1ccc(OCC(=O)Nc2ccc3[nH]c(=O)[nH]c3c2)cc1)S(=O)(=O)c1ccc(Cl)cc1
  -16	10	1	21	-2.0	/	6	-2	27	/
42: CC(=O)NS(=O)(=O)c1ccc(NC(=O)c2ccc(Cl)cc2[N+](=O)[O-])cc1
  -8	-4	1	-10	-1.3	-0.2	20	-5	-6	-0.6
43: COc1cc(CNC[C@H]2O[C@@H](n3cnc(C(N)=O)n3)[C@H](O)[C@@H]2O)ccc1OCc1cccc(Cl)c1
  /	0	/	-8	-0.7	i	/	-4	10	2.6
44: CSc1nsc(/C=C/Nc2ccc(F)cc2)c1C#N
  -3	-5	4	-29	-0.8	i	12	4	-4	1.5
45: O=C(NCCNC(=O)c1ccc(Cl)cc1Cl)c1ccccn1
  -2	3	0	1	0.6	i	36	-1	0	-0.2
46: Cc1cn([C@H]2C[C@H](O)[C@@H](CNC(=O)[C@@H]3C[C@H](F)CN3)O2)c(=O)[nH]c1=O
  /	7	/	-1	/	2.1	/	2	/	0.2
47: Cc1cc(C)cc(NC(=O)c2ccc(Cn3nc(C)c(Cl)c3C)o2)c1
  -23	7	7	22	1.6	i	13	0	0	/
48: CCOC(=O)C1(CCc2ccccc2)CCN(Cc2cccc3nccnc23)CC1
  1	3	-3	25	-2.1	/	-4	-3	4	0.5
49: COC(=O)c1cccc(NC(=O)CN(c2ccc3c(c2)OCO3)S(C)(=O)=O)c1C
  -4	1	0	4	-0.6	1.4	-31	0	5	/
50: CCOC(=O)c1c(NC(=O)Cc2ccccc2)sc2c1CCN(C)C2
  -8	-5	3	19	-0.7	-1.6	6	1	10	2.4
51: Cc1[nH]c2ccccc2c1C(c1ccccn1)N1CCC(C)CC1 (stereo unspecified)
  2	8	4	-4	-0.5	-0.4	9	2	2	/
52: Cc1ccc(C)c(C(=O)CN2C(=O)C(=O)N(C3CCCC3)C2=O)c1
  -9	5	/	0	-0.6	4.6	/	3	-6	-0.4
53: COc1ccc(C2CC(C(F)(F)F)n3ncc(C(=O)NCC4CCCO4)c3N2)cc1OC (stereo unspecified)
  7	9	3	11	0.0	/	26	5	-7	/
54: Cc1ccccc1NC(=O)C1CCC(=O)N1 (stereo unspecified)
  1	6	-5	3	1.2	-0.3	-32	-5	-1	-5.9
55: Cc1nn(Cc2ccccc2)c(C)c1/C=N/NC(=O)c1ccccc1O
  0	13	-3	0	0.4	-0.2	9	/	i	0.5
56: Cc1onc(-c2ccccc2)c1C(=O)c1c[nH]c(C(=O)NCCCN2CCOCC2)c1
  2	6	0	-6	1.0	1.4	20	1	-1	1.2
57: Cc1ccc(NC(=O)Cc2ncon2)cc1Cl
  -7	7	5	3	0.2	-0.4	14	-5	-1	3.3
58: Cc1c(N=Nc2c(O)n(C)c(=O)n(C)c2=O)c(=O)n(-c2ccccc2)n1C
  -146	3	3	-3	0.4	i	5	-3	-7	4.2
59: Cc1cc(C)c(NC(=S)NC(=O)c2c(Cl)c(C)nn2C)c([N+](=O)[O-])c1
  -7	0	5	-8	-1.8	-0.5	-2	-3	11	/
60: Cc1ccc(NC(=O)CN2CCC(NC(=O)c3ccccc3F)CC2)cc1C
  0	-3	2	8	-1.0	0.2	9	-5	3	-0.7

Remaining list, next part.
Sequence of screens: Rv3671c protease	MazF activator	3CLpro inhibitor	Yp Topo-I inh	PfHsp40 rescue	BH1578 lux ind	VHR inh abs	Anthrax LF inh2	SSB-PriA inh	TcdB GH inh
61: COc1ccc(CC(=O)Nc2sc3c(c2C#N)CC(C)(C)NC3(C)C)cc1OC
  7	7	-2	4	-0.8	-0.3	-23	/	1	0.3
62: COc1cc(OC)cc(C(=O)NCC(=O)OC(C)C(=O)NC(C)C2CC3CCC2C3)c1 (stereo unspecified)
  -4	-10	/	16	1.5	i	/	5	-3	1.4
63: O=C(COC(=O)c1ccco1)NCc1ccc(Cl)cc1Cl
  0	0	/	9	-0.6	0.7	/	3	4	0.5
64: CCCCn1c(CCCNC(=O)CC)nc2ccccc21
  -3	3	1	2	1.3	-0.1	30	4	3	2.9
65: COC(=O)c1ccc(CN2CCCC(CNC(=O)Cc3ccc(OC)cc3)C2)cc1 (stereo unspecified)
  -7	5	-1	6	-0.8	0.6	89	-1	-8	-0.6
66: CC(=O)CCc1c(C)nc2ccc(C)cc2c1Cl
  3	1	2	0	/	-0.4	44	6	-19	0.3
67: Cn1c(=O)c2c(nc(NCc3ccc4c(c3)OCO4)n2Cc2ccccc2)n(C)c1=O
  -5	0	0	2	0.1	i	-2	-2	6	/
